# Screens: PubChem BioAssay, several laboratories
# Runt-SMMHC FRET = blocks binding of human RUNX1 Runt domain to CBFb-SMMHC; Cerulean-Runt/Venus-CBFb-SMMHC FRET ratio 530/480, 1 h; actives 0.74% (n = 220,000); inhibition, % at 20 µM;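 active means mean inhibition across duplicate retests at 20 µM reaching about 50%, limit read from the data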;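 further: 0% = DMSO wells and 100% = wells with excess untagged CBFb-SMMHC; inhibitors lower the FRET ratio by blocking Runt binding to CBFb-SMMHC; some results filed as inactive read as strong as hits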
# Runt-CBFb FRET = blocks binding of human RUNX1 Runt domain to CBFb; Q01196+Q13951; Cerulean-Runt/Venus-CBFb FRET ratio 530/480, 1 h; inhibition, % at 20 µM; actives 0.46% (n = 220,000);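 active means inhibition over about 50% at 20 µM in the single-dose screen, limit read from the data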;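 further: 0% = DMSO wells and 100% = excess unlabeled CBFb competitor control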
#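 Measured by: fluorescence energy transfer, 422 nm excitation, 530/480 nm emission; test system: Cerulean-tagged RUNX1 Runt domain (FRET donor) fusion protein; buffer or medium: Tris pH 7.5 buffer with BSA; compound: one dose, 20 µM compound, 1% DMSO; times: two 1 h room-temperature incubations shielded from light; benchmarks: unlabeled CBFb 5 µM, positive control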
# NPY-Y1 antag = antagonists of human neuropeptide Y receptor Y1. P25929. HEK293-CNG Y1 cells, membrane potential fluorescence; NPY at EC95, then isoproterenol. inhibition, % at 3.6 µM. actives 1% (n = 200,000);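 active means inhibition above the campaign mean inhibition of all tested compounds plus 3 SD, cut at about 20% in these data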;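 further: 0% = DMSO wells given NPY plus isoproterenol and 100% = isoproterenol alone without NPY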
# Target sequence (P25929 whole entry, looked up): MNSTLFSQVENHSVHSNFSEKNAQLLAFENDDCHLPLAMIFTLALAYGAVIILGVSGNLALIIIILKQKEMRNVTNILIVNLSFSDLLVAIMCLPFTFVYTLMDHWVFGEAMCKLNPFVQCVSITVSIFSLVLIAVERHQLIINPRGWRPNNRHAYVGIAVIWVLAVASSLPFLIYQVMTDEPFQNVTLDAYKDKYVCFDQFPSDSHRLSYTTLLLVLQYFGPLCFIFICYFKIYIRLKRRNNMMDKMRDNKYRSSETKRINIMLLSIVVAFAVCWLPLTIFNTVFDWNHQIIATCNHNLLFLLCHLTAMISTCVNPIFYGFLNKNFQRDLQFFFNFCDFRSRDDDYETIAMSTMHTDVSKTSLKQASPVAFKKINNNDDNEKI
#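 Benchmarks – high control isoproterenol alone, low control NPY with isoproterenol · Material – HEK293 Y1/CNG channel cell line · Times – dye 3 h, compound 60 min room temperature, stimulation 45 min · Probe or stimulus – NPY (25 nM), isoproterenol (1 µM), Ro 20-1724 (25 µM) · Evaluation – % inhibition of NPY effect · Signal – fluorescence, membrane potential probe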
# Hck-Nef inh = human Hck-Nef kinase inhibition; P08631; Recombinant Hck-YEEI plus Nef, Z-Lyte FRET kinase assay; inhibition, % at 20 µM; actives 0.68% (n = 220,000);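 active means Hck-Nef kinase inhibition above about 50%, limit read from the data; inactive means inhibition below that limit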;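 further: 0% = DMSO with Hck plus Nef and 100% = Hck alone without Nef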
# NPY1 pot ag = potentiators or agonists of human neuropeptide Y receptor Y1 | P25929 | NPY-Y1 expressing cells, potentiator/agonist activation | actives 0.37% (n = 220,000) | activation, % at 3.6 µM; in the data active means activation above about 33%, passing the limit was not always enough;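 further: cells stimulated with NPY at EC10 then isoproterenol at EC100; 0% = low agonist plus stimulus and 100% = saturating agonist plus stimulus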
# RBBP9 inhibitor = human RBBP9 hydrolase inhibition; inhibition, % at 7.94 µM; O75884; AID 1515; recombinant RBBP9, FP-Rh probe fluorescence polarization; actives 0.2% (n = 220,000);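 active means inhibition above the campaign mean of all tested compounds plus 3 SD, cut at about 14% in these data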;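 further: plate controls were DMSO wells with RBBP9 for no effect and wells lacking RBBP9 protein for full effect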
# Target sequence (O75884 whole entry, looked up): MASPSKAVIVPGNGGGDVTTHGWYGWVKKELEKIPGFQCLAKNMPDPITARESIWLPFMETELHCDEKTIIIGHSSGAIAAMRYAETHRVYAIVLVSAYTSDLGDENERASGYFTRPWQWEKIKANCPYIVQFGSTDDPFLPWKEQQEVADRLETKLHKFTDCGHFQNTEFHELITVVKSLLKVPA
#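 Test system – recombinant human RBBP9 · Input – RBBP9 2.5 µM in dispensing solution, pre-mixing · Medium – Tris buffer pH 8.0, NaCl, Pluronic · Schedule – preincubation 30 min plus labeling 45 min at 25 °C · Measured by – fluorescence polarization · Measure – % inhibition · Controls – DMSO and no-protein wells · Replicates – one well per compound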
# MDM2 E3 inh = inhibitors of human Mdm2 E3 ubiquitin ligase; signal enhancement, % at 5 µM; AID 1230; cell-based MDM2 ubiquitination luciferase reporter, 2 h; 0 = plate control, 100 = twice control, blank-subtracted; actives 0.11% (n = 210,000);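 active means signal enhancement of 30% or more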;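 further: luminescence tracks abundance of the self-degrading MDM2-luciferase fusion protein; higher signal means inhibition of MDM2 E3 ligase activity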
# Target sequence (Q00987 whole entry, looked up, the tested form may be a part): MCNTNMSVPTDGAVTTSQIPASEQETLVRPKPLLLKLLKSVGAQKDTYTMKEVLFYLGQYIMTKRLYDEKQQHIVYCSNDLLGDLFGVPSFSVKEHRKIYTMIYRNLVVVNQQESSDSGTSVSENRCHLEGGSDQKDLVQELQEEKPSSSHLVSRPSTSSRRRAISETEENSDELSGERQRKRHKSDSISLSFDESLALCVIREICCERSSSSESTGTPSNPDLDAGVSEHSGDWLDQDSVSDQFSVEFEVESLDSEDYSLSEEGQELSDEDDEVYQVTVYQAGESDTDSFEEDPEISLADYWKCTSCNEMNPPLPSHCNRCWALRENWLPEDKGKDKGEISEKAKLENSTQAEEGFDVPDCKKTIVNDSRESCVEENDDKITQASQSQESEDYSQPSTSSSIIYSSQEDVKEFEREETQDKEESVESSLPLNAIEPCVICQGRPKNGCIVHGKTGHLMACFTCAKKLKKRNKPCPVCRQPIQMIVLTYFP
#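 Material: Stable MDM2–luciferase fusion reporter cells | Amount: 2000 cells seeded into each well | Dosing: One concentration, 5 µM, with 0.2% DMSO | Incubation: 4 h cell settling then 2 h compound exposure, 37 °C | Measured by: Luciferase luminescence | Read-out basis: % enhancement relative to plate controls after blank subtraction | Benchmarks: Control and blank well means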
# NPY-Y2 PAM-ag = potentiates or activates human NPY-Y2 receptor; P49146; cells expressing NPY-Y2, potentiator/agonist read-out; activation, % at 3.6 µM; actives 0.45% (n = 220,000); AID 1359; in the data active means activation above about 27%;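 further: cells stimulated with NPY near EC25 plus isoproterenol at EC100; 0% = vehicle plus submaximal agonist and 100% = vehicle plus saturating agonist; some results beyond the cut were filed as inactive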
# p97 ATPase inh = human p97 ATPase inhibition | P55072 | recombinant p97 ATPase, Kinase-Glo ATP luminescence, 3 h | inhibition, % at 8 µM | actives 0.42% (n = 220,000); in the data active means inhibition above about 15%;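 further: 0% = DMSO vehicle and 100% = wells lacking enzyme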
# * marks the source's active call; other numbers are inactive results; nt = no result given. Hits appear at their usual frequency (roughly 3.5% active in at least one column).
SMILES,Runt-SMMHC FRET,Runt-CBFb FRET,NPY-Y1 antag,Hck-Nef inh,NPY1 pot ag,RBBP9 inhibitor,MDM2 E3 inh,NPY-Y2 PAM-ag,p97 ATPase inh
CCOC(=O)N1CCN(S(=O)(=O)c2ccc(F)c(C(=O)Nc3ccc(C(C)C)cc3)c2)CC1,4,-6,7,1,-12,-10,-7,-3,2
N#C/C(=C\c1ccc[nH]1)C(=O)N1CCCCC1,-1,-1,nt,3,4,-8,-12,-9,3
COc1cc(/C=C2/SC(=O)NC2=O)ccc1Oc1ccc([N+](=O)[O-])cc1[N+](=O)[O-],-4,-1,nt,52*,1,-7,nt,-12,6
O=C(NNc1cc(Cl)ccc1Cl)c1cccs1,0,11,nt,-12,-2,3,-9,2,-5
Cc1ccc(C(=O)N/N=c2\sc3ccccc3n2C)cc1,-6,2,-2,5,-10,-5,-3,7,-1
C/C(=N\Nc1nc(N2CCOCC2)nc(N2CCOCC2)n1)c1ccc([N+](=O)[O-])cc1,0,nt,-3,0,-2,-3,-12,8,0
CN1C[C@@H]2C(c3ccc(C(F)(F)F)cc3)C3(c4ccccc4)CC2(C3)[C@H]1c1ccccc1 (stereo partly specified),1,15,nt,13,nt,nt,12,nt,nt
Cn1c(=O)cc(OCCCC(=O)N2CCN(c3ccccn3)CC2)c2ccccc21,62,6,0,-1,-8,-3,-1,-5,-1
Cc1nc(C)c(/C(O)=C/c2nc3ccccc3oc2=O)s1,-1,6,5,0,14,-3,-3,1,-1
Cc1ccc(/C=N/NC(=O)C2(C)CC2(Br)Br)cc1 (stereo unspecified),1,-2,-7,-16,8,-3,1,9,4
CC(=O)c1ccc(-c2ccc(C(=O)N3CCCc4ccccc43)o2)cc1,-2,-3,3,18,1,-14,-2,-10,-4
C=CCN1C(=O)CSC1=Nc1cccc(O)c1,-1,0,-1,-6,-13,-2,7,-8,-3
CCOc1cccc(N2C(=O)CC(N3CCN(c4ccc(S(=O)(=O)CC)cc4)CC3)C2=O)c1 (stereo unspecified),-4,-1,-5,-2,3,0,-21,3,-1
Cc1sc(NC(=S)NC(=O)C2CCCCC2)c(C(N)=O)c1C,-6,21,-1,7,-5,3,-5,7,4
Cc1[nH][nH]c(=O)c1C(c1c(C)[nH][nH]c1=O)c1cn(C)c2ccccc12,-12,-2,-6,92*,2,-1,-1,-11,6
O/N=C1\CCCc2ccc3ccccc3c21,-2,1,nt,20,-13,-6,-14,-20,7
CCOC(=O)c1ccc(NC(=O)c2nc[nH]c2C(=O)N[C@@H](CC(C)C)C(=O)OCc2ccccc2)cc1,-2,-3,nt,17,nt,nt,8,nt,nt
Cc1no[n+]([O-])c1COc1ccccc1/C=N/n1nnnc1N,2,2,3,7,-3,0,-1,-1,8
CCn1c(C(=O)O)c(CC(=O)Nc2ccccc2F)c2ccccc21,-1,1,7,23,-7,0,2,6,3
CCCOC1CCCN(C(=O)CCc2nnc(Cc3cccc(C)c3)o2)C1 (stereo unspecified),-1,0,3,9,17,-7,-1,9,2
Cn1c(-c2c(N)n(C3CCCC3)c3nc4ccccc4nc23)nc2ccccc21,-40,-14,-6,-1,-2,-5,-22,15,-1
COc1cc(NC(=O)c2cccs2)c(C(=O)OCC(=O)NC(=O)NC(C)(C)C)cc1OC,0,-3,8,-22,-48,-9,-18,-23,-4
Cc1ccc(C(=O)CC(C(=O)O)n2cnc([N+](=O)[O-])n2)cc1 (stereo unspecified),12,15,6,25,-4,1,-16,-1,3
Fc1ccccc1-c1nc(-c2cnccc2C(F)(F)F)no1,0,2,nt,-5,-27,-1,-14,-25,1
O=C(CCc1ccc(S(=O)(=O)NCc2ccccc2)cc1)NCc1ccco1,2,-1,-2,-1,5,-1,-2,-3,5
O=C(NCCN1CCN(c2ccccc2)CC1)C1CCN(S(=O)(=O)c2cccs2)CC1,-2,-2,9,-1,3,-10,-17,12,4
Cc1ccc(C(C(=O)NCc2ccc(F)cc2)N(CCCO)C(=O)C2COc3ccccc3O2)o1 (stereo unspecified),0,-2,1,-1,3,-11,-13,3,1
Cc1sc2ncnc(OCC(=O)NC(C)C)c2c1C,3,-8,9,0,9,5,5,-17,4
O=C(NN1c2ccccc2CCc2ccccc21)c1ccccc1Br,3,0,5,0,-35,-2,-1,-26,3
CC(C)c1ccc(NNC(=O)C2CCC2)cc1,1,3,nt,11,6,-2,-18,-5,4

# Random excerpt: 2 compounds from above.
SMILES,Runt-SMMHC FRET,Runt-CBFb FRET,NPY-Y1 antag,Hck-Nef inh,NPY1 pot ag,RBBP9 inhibitor,MDM2 E3 inh,NPY-Y2 PAM-ag,p97 ATPase inh
Cc1ccc(C(C(=O)NCc2ccc(F)cc2)N(CCCO)C(=O)C2COc3ccccc3O2)o1 (stereo unspecified),0,-2,1,-1,3,-11,-13,3,1
Cc1no[n+]([O-])c1COc1ccccc1/C=N/n1nnnc1N,2,2,3,7,-3,0,-1,-1,8

# Later entries
SMILES,Runt-SMMHC FRET,Runt-CBFb FRET,NPY-Y1 antag,Hck-Nef inh,NPY1 pot ag,RBBP9 inhibitor,MDM2 E3 inh,NPY-Y2 PAM-ag,p97 ATPase inh
Cc1ccc(C)c(S(=O)(=O)NCCCn2ccnc2)c1,-2,2,0,3,-18,-2,-2,1,3
COc1cccc(-c2nc(CCl)cs2)c1OC,2,1,5,20,5,3,-19,-3,6
Cc1cccc(Cn2nc(C)c(NC(=O)c3ccc(F)cc3)c2C)c1,2,0,1,22,-1,-7,-14,-9,-1
Cc1[nH]c2c(C)cccc2c1CCNC(=O)c1ccc2c(c1[N+](=O)[O-])C(=O)c1ccccc1C2=O,6,14,-22,2,68*,8,8,59*,15*
Cc1ccc(N(NC(=O)C(O)(c2ccccc2)c2ccccc2)C(=O)CCl)cc1,-4,-5,12,2,14,-6,4,9,5
Cc1ccnc2nc(C(=O)NCc3cccs3)nn12,-4,2,6,-2,-26,-13,-10,4,-6
Clc1ccc(-c2n[nH]c3c2CCC3)cc1Cl,3,-2,1,0,9,1,-18,-2,-3
CNC[C@H](O)c1ccc(O)c(O)c1,-4,6,-3,0,61,1,nt,60*,-4
COc1ccc(SC[C@H](Cc2ccccc2)N2CCN(C)CCC2=O)cc1,2,1,nt,23,nt,nt,11,nt,nt
C/C(=N\NC(=O)OC(C)(C)C)c1ccc[nH]1,0,0,-3,-26,10,0,-13,-3,1
CCOC(=O)c1cc2c(N)c(C(=O)c3cc(C#N)c(SC)nc3C)sc2nc1C,41,17,-3,1,-5,-8,-10,3,2
CCN(CC)C(=O)c1sc(NC(=O)c2ccc(OC)c([N+](=O)[O-])c2)c(C#N)c1C,-2,4,0,1,1,-5,-7,8,4
Cc1cc(-c2cc(C(=O)NC3CCCC3)on2)nc(NC2CCCC2)n1,-4,-1,nt,25,nt,nt,7,nt,nt
CCCCCn1cnc2sc(CC)cc2c1=O,-4,-2,4,0,4,-2,-2,-6,8
COc1ccccc1-n1cnc2cc(NCc3cccs3)ccc21,2,21,21*,-22,1,-5,-8,-5,-2
O=S(=O)(c1ccc(Cl)s1)N1CCc2ccccc2C1,-6,-1,-2,0,-5,-6,-16,-29,-3
O=C(c1ccco1)N1CCN(S(=O)(=O)c2ccc([N+](=O)[O-])cc2)CC1,0,-1,5,15,-10,1,10,-2,10
O=C(O)c1ncn(Cc2ccccc2)c1C(=O)O,0,-2,-2,2,-4,-7,-3,21,1
CC(=O)Nc1ccc(/C=N/NC(=O)c2cc3cc(C)ccc3nc2C)cc1,0,-1,-1,-19,6,-8,-22,11,2
NCCCC[C@@H](C(=O)N1CCNCC1)n1cc(CCC(=O)O)nn1,-1,0,-3,-20,-10,2,nt,-4,-1
CCO[C@@H]1OC(C(=O)Nc2ccccc2)=C[C@H](C2CC2)[C@H]1CCCO,-2,0,0,-4,-1,2,nt,1,2
CCCCC(NC(=O)c1ccc(Cl)cc1)C(=O)O (stereo unspecified),1,0,14,-1,-17,-1,6,-22,-7
CC(NC(=S)NC1CCCCC1)C(c1cccs1)N1CCOCC1 (stereo unspecified),1,0,nt,24,12,-2,-1,13,3
O=C1C2C3C=CC(CC3)C2C(=O)N1/N=C/c1ccco1 (stereo unspecified),-2,0,2,27,6,-5,-6,6,2
O=C(Nc1ccc(N2CCOCC2)cc1)c1cccc(S(=O)(=O)N2CCCCC2)c1,5,1,0,-1,4,-4,-24,-19,-4
CCCOc1ccc2c(=O)c(-c3cc(C(=O)OC)oc3C)c(C)oc2c1,1,-5,0,1,-5,0,-12,0,0
COc1ccc2oc(=Nc3ccc(C(=O)O)cc3)c(C(=O)NCc3ccco3)cc2c1,2,4,5,9,-4,1,-7,-1,7
Cc1cc([N+](=O)[O-])nn1Cc1ccccc1F,6,2,-1,0,-4,1,2,-13,0
CCOc1cc(/C=N/O)cc(Br)c1OC,2,0,-1,6,-9,-3,-3,1,7
COc1ccc(C(=O)NCC(=O)Nc2ccc(F)cc2)cc1OC,-1,0,6,-1,15,2,-6,16,1
CCN(CC)P(=O)(Nc1ccc(SC(F)F)cc1)c1ccc(N(C)C)cc1NC(=O)c1ccco1 (stereo unspecified),3,-3,10,25,-1,-4,-5,6,7
Cc1ccc(C(=O)Nc2nc(=O)n(C(=O)CC(C)C)s2)cc1,-2,-2,1,2,-20,-9,-10,0,3
CCCCn1c(CCNC(=O)CCC)nc2ccccc21,-1,-1,-3,2,1,-2,2,-4,8
CCOC(=O)c1[nH]c2cc3c(cc2c1NC(=O)CN1CCc2ccccc2C1)OCO3,-8,-7,-4,0,12,-7,-16,14,-2
O=C(NCC1CCCO1)C1CCN(C2CCN(Cc3cccs3)CC2)CC1 (stereo unspecified),1,2,nt,14,15,2,-12,2,5
Cc1ccccc1Nc1nc(N)nc(CSc2nnc(C)n2C)n1,-4,-1,0,-1,-21,-6,4,-4,11
N#CC1CC(c2ccc([N+](=O)[O-])cc2)=NN1c1ccc([N+](=O)[O-])cc1 (stereo unspecified),-95,-56,7,-5,0,-8,-2,6,0
c1ccc(-n2nnnc2SCc2ccccn2)cc1,4,-1,-2,-4,-11,-8,nt,-15,-1
COC(=O)c1c(NC(=O)CCNCc2ccco2)sc2c1CCC2,-2,0,nt,3,-38,1,-13,-33,1
Cc1nc(C)c(-c2csc(NCCc3ccccc3)n2)s1,3,6,2,4,33,-9,-2,17,-3
